Compound activity deposited in PubChem by several laboratories.
M1 antag: antagonists of rat M1 muscarinic receptor; actives 3.4% (n = 64,000); Muscarinic acetylcholine receptor M1 (Rattus norvegicus), P08482; B-score at 10 µM; CHO-M1 cells, Fluo-4 calcium, ACh EC80 antagonist mode; active compounds read low;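 active = calcium fluorescence response, raw or row-and-column corrected B-score, differing from the plate sample mean either way at a set confidence level, mostly lower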
Jurkat tox 60K: cytotoxicity toward Jurkat T cells, primary screen, cytotoxicity control, cell-based, Jurkat E6.1, 60K MLSMR library; Jurkat E6.1 viability, ATP luminescence, 48 h; inhibition, % at 4 µM; actives 1.2% (n = 56,000); AID 463, 2006;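 active = inhibition above the mean inhibition of all tested compounds plus 3 SD, cut at about 28% in these data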
Ec RNAP inh: E. coli RNAP inhibitors, biochemical; actives 0.2% (n = 62,000); DNA-directed RNA polymerase subunit beta (Escherichia coli (strain K12)), P0A8V2; inhibition, %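 (tested at 10 µM)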; E. coli RNA polymerase, fluorescence transcription assay; AID 559, 2006; in the data active = inhibition above about 20%;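 also: 0% = enzyme without compound and 100% = no enzyme blank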
M1 agonist: M1 muscarinic receptor agonists, primary screen, CHO-M1 cells, Fluo-4 calcium, agonist mode; Muscarinic acetylcholine receptor M1; Fluo-4 calcium fluorescence; active compounds read high; B-score at 10 µM; actives 3% (n = 64,000); AID 626, 2007;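 active = fluorescence rise, raw or as B-score row- and column-corrected plate score, outside the 99.7% band of its plate's samples, either direction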
S1P3 agonist: human S1P3 receptor agonists, primary screen, cell-based, primary and confirmation, NFAT-BLA reporter; S1P3 NFAT-BLA reporter cells, agonism, FRET ratio; relative to 1 µM S1P, basal subtracted; activation, % at 4.5 µM; Sphingosine 1-phosphate receptor 3 (Homo sapiens), Q99500; actives 0.1% (n = 60,000);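 active = activation above the screen-wide mean plus 3 SD, cut at about 4.5% in these data, passing the limit was not always enough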; also: some compounds called inactive have numbers as strong as hits
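Material: Human S1P3 NFAT-BLA reporter CHO cells | Incubation: Overnight plating, 4 h compound 37 °C, 2 h substrate RT | Signal: FRET β-lactamase substrate fluorescence, excitation 405 nm, 460/535 nm emission ratio, background-subtracted | Compound: 4.5 µM final, single dose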
HEK293 NFkB inh: inhibitors of PMA/ionomycin-induced NF-kB reporter, primary screen, antigen receptor NF-kB inhibitor project, cell-based, HEK-293 luciferase reporter, luminescence; inhibition, % at 3 µM; HEK-293 NF-kB luciferase reporter; actives 0.21% (n = 62,000);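 active = inhibition above the mean of all tested compounds plus 3 SD, cut at about 40% in these data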;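 also: 0% = stimulated DMSO wells and 100% = 10 µM reference inhibitor 5653914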
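Reagent: PMA plus ionomycin mix as NF-kB-activating stimulus. Assay system: NF-kB luciferase reporter HEK-293 cells. Technique: luminescence from luciferase substrate reagent. Incubation: 1 h compound pre-incubation, 16 h PMA/ionomycin at 37 °C. Benchmarks: DMSO only as uninhibited control, 10 µM reference inhibitor as full inhibition. Repeats: tested once.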
S1P1 ag-PAM: S1P1 agonists and agonism potentiators, primary screen, cell-based, primary and confirmation screens, CRE-bla reporter; activation, % at 9.5 µM; actives 0.57% (n = 56,000); AID 449, 2006; S1P1 CRE-bla cells, forskolin, beta-lactamase FRET, potentiator mode; S1P1 agonist co-added at EC20, 2 nM; 100% = saturating reference agonist, 0% = basal;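 active = activation above a cutoff set at the mean activation of all tested compounds plus 3 SD, cut at about 54% in these data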;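 also: forskolin at 4 µM as EC80 and the EC20 agonist is SEW2871; 100% = SEW2871 at its EC100 plus forskolin at EC80; some compounds past the cut are filed as inactive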
Target sequence (P21453 whole entry, looked up): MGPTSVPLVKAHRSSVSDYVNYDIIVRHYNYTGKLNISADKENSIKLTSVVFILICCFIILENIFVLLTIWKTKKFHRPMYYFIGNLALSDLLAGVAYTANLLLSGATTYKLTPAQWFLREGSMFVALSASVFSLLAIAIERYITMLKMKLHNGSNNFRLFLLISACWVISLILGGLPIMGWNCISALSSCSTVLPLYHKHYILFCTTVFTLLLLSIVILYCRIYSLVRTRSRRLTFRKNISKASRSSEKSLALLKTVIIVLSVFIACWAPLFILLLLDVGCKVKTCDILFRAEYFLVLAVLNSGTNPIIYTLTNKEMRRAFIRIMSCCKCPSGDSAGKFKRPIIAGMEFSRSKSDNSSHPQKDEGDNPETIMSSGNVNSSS
D1 allo mod: D1 CRE-luciferase signal change, two-sided – cell-based, HEK293 D1, dopamine EC30, D1 allosteric modulator project, primary screen | D(1A) dopamine receptor (Homo sapiens), P21728 | dopamine EC30 potentiation; actives deviate in either direction | B-score at 10 µM | actives 5.9% (n = 58,000) | AID 641, 2007;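 active = luminescence count or its row- and column-corrected plate score outside the 99.7% band of the plate's sample wells, on either side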
Target sequence (P21728 whole entry, looked up): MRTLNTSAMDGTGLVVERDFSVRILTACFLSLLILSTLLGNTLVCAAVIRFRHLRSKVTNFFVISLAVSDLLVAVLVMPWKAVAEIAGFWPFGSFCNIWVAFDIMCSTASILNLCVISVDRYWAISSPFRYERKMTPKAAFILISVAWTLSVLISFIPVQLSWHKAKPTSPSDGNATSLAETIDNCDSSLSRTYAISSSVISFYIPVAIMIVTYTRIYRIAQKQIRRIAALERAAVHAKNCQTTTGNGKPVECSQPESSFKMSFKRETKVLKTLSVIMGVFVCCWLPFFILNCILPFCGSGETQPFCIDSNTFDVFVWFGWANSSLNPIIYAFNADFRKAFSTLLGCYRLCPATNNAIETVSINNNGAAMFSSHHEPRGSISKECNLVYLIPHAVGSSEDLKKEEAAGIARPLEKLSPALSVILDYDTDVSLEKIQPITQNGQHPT
TNAP act DEA: human TNAP enzyme activators, primary screen, biochemical, luminescent, intermediate phosphate acceptor level; Alkaline phosphatase, tissue-nonspecific isozyme (Homo sapiens), P05186; purified TNAP, CDP-star luminescence, 100 mM DEA, 30 min; active compounds read high; scale: 0 levamisole-inhibited, 1 vehicle-only enzyme; activation factor at 20 µM; 64,000 tested, under 10 active;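 active = activation factor of at least 2 at 20 µM, relative to controls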
Starred values were filed as active, the others as inactive; · = not tested or not shown.

SMILES	M1 antag	Jurkat tox 60K	Ec RNAP inh	M1 agonist	S1P3 agonist	HEK293 NFkB inh	S1P1 ag-PAM	D1 allo mod	TNAP act DEA
Cc1nc(N2CCN(c3ccccc3)CC2)[nH]c(=O)c1Cc1ccccc1	0.45	-1	-2	0.042	-0.6	12	12	-0.46	1
FC(F)(F)c1nnc2ccc(NCn3nnc4ccccc43)nn12	-0.045	-4	8	-0.63	-1.1	19	-27	1.4	1
O=C(Cn1c(=O)c2c(ncn2Cc2ccccc2)n(Cc2ccccc2)c1=O)N1CCCC1	0.4	-4	·	0.1	-0.5	-3	-66	-0.87	1
CCN=C1SC(CC(=O)Nc2ccc(N3CCOCC3)cc2)C(=O)N1CC (configuration not stated)	-0.66	1	3	2.8*	-1.4	1	-12	1.1	0.9
CCOC(=O)c1sc2nc(CC(=O)OC)nc(NCCN3CCOCC3)c2c1C	0.45	·	7	-0.49	·	14	·	0.19	1
CCOC(=O)c1sc2nccc(N(C)C)c2c1N=CN(C)C	-1.7	2	-10	0.98	-1.6	16	4	-0.22	1
O=C(CSc1n[nH]c(-c2ccncc2)n1)Nc1ccccn1	0.53	-5	2	0.81	0.7	16	6	-0.75	0.9
O=C(Nc1ccc(-c2cn3ccsc3n2)cc1)c1ccc(F)c(S(=O)(=O)N2CCOCC2)c1	-0.29	18	-4	-0.74	0.2	-5	-28	·	1
O=C(NCc1cccnc1)/C(=N\O)c1ccccc1	0.3	·	11	-0.059	-3.2	·	-9	0.014	0.9
CC(C)C(C(=O)Nc1ccc2c(c1)OCO2)N1C(=O)c2ccccc2C1=O (configuration not stated)	0.48	6	7	0.033	-1.7	22	-28	-0.45	0.9

In another format: results already given.
> FC(F)(F)c1nnc2ccc(NCn3nnc4ccccc43)nn12
- M1 antag = -0.045
- Jurkat tox 60K = -4
- Ec RNAP inh = 8
- M1 agonist = -0.63
- S1P3 agonist = -1.1
- HEK293 NFkB inh = 19
- S1P1 ag-PAM = -27
- D1 allo mod = 1.4
- TNAP act DEA = 1
> CCOC(=O)c1sc2nccc(N(C)C)c2c1N=CN(C)C
- M1 antag = -1.7
- Jurkat tox 60K = 2
- Ec RNAP inh = -10
- M1 agonist = 0.98
- S1P3 agonist = -1.6
- HEK293 NFkB inh = 16
- S1P1 ag-PAM = 4
- D1 allo mod = -0.22
- TNAP act DEA = 1

Carrying on.
SMILES	M1 antag	Jurkat tox 60K	Ec RNAP inh	M1 agonist	S1P3 agonist	HEK293 NFkB inh	S1P1 ag-PAM	D1 allo mod	TNAP act DEA
COc1cc(CN(C)CC(=O)c2[nH]c(C)c(C(C)=O)c2C)ccc1OC(F)F	-1.8	22	8	1.5	-1.7	23	12	5*	0.8
CC(=O)C1=C(C)Nc2ncnn2C1c1ccccc1OCc1ccccc1 (configuration not stated)	0.44	3	12	0	-0.2	3	-24	-0.14	0.9
CCC(C)NC(=O)CS(=O)(=O)Cc1nc(-c2cccc(OC)c2)oc1C (configuration not stated)	0.4	-1	-5	-1.2	-1.6	4	-12	-0.027	0.9
COc1ccc(C2C(C(=O)NCc3ccccn3)c3cc(OC)c(OC)cc3C(=O)N2C)cc1 (configuration not stated)	0.28	·	6	1.1	·	1	·	0.29	0.9
CC(=O)N1CCN(c2cccc(C)c2C)CC1	0.48	0	3	0.21	-0.9	12	-10	0.37	1
CCN(CC)S(=O)(=O)c1cccc(C(=O)Nc2nncs2)c1	0.6	2	7	-0.41	-0.8	6	·	0.13	0.9
O=C1N(CCCN2C(=O)C3(OCCO3)c3ccccc32)c2ccccc2C12OCCO2	0.032	-2	·	-0.29	0.4	8	-10	·	1
O=C(CSc1nnc(Cc2ccccc2)o1)NC1CCCCC1	0.13	-5	4	0.71	-0.2	7	-2	-0.51	0.9
O=C(COc1ccccc1)NCCSCc1ccco1	-0.21	-1	5	-0.053	0.1	3	11	-0.28	0.9
CCc1nnc(NC(=O)CSc2nc(C)c3c(c2C#N)CCCC3)s1	-0.44	·	3	-0.027	-2.4	·	-35	5.8*	1
COC(=O)c1sc(S(=O)(=O)Nc2ccc3cn[nH]c3c2)c(C(=O)OC)c1C	-2.6	2	2	-0.43	-0.7	6	-1	1	0.9
COc1ccc(-c2nnc(SCc3cc(C)cc(C)c3)o2)cc1	-0.19	2	1	-0.55	-1.0	6	9	-0.49	0.8
C/C=C/c1ccc(OCCCNCC(C)O)c(OC)c1 (configuration not stated)	-0.33	7	6	-0.17	-0.2	4	·	0.23	0.9
O=C(CSc1nnc(Cc2ccccc2)n1-c1ccccc1)N1CCOCC1	0.23	14	-2	0.047	-1.4	10	7	-0.32	0.9
O=c1c(Cl)c(NCCO)ncn1-c1ccccc1	0.3	-1	3	0	0.1	18	-2	-0.19	0.9
COc1ccccc1CN(CC(=O)NCc1ccco1)C(=O)CNS(=O)(=O)c1ccc(C)cc1	0.012	-7	13	0.84	-0.6	2	8	-0.7	1
COc1ccc(-c2nnco2)cc1OC	0.094	-3	7	0.77	-0.5	14	-10	10*	0.9
CCCCSc1nnc2nc(C)cc(C)n12	0.52	-11	7	1.1	0.1	-2	-7	-0.13	0.9
O=c1[nH]c(=O)n(Cc2ccccc2)c2nc(-c3ccco3)cc(C(F)(F)F)c12	0.14	2	-5	0.96	-1.3	15	-43	-0.45	0.9
CC(=O)Nc1ccc(S(=O)(=O)N2CCN(C34CC5CC(CC(C5)C3)C4)CC2)cc1	-3.1*	-5	5	-0.69	-0.6	9	-1	-0.13	1
COCCN1Cc2cccc(C(=O)Nc3ccc(S(=O)(=O)N4CCCCCC4)cc3)c2C1=O	·	-4	7	·	0.0	7	8	1.4	0.9
Cc1nc(CSc2nnc3scc(-c4ccccc4)n23)cs1	0.049	-2	2	-0.21	-0.7	5	-19	10*	0.9
COc1ccc(N2CCN(C3CC(=O)NC3=O)CC2)cc1 (configuration not stated)	-0.042	·	·	0.24	-3.1	·	-2	·	0.9
Cc1ccc(S(=O)(=O)Nn2c(C)nnc2-n2nc(C)cc2C)cc1	·	-5	10	·	0.1	6	-18	-0.56	0.9
Cc1ccc(C)c(Cc2c(C)nc3c(C(=O)N4CCOCC4)cnn3c2C)c1	-0.23	-2	3	-0.03	-1.0	12	1	-0.056	0.9
COc1ccc(NC(=O)N(CCO)Cc2cc3c(C)cc(C)cc3[nH]c2=O)cc1	0.93	4	4	0.17	-1.1	16	16	1.2	0.9
COc1ccccc1OCc1csc(NC(=O)c2ccco2)n1	-0.00068	-2	10	0.82	-0.3	-16	7	-0.45	0.9
CCOC(=O)c1sc2nc3c(cc2c1N)COC(C)(C)C3	-1.4	-6	4	0.017	-0.6	-35	-6	-0.047	1
COc1cc(OC)cc(-c2nc3nc(C)c(CCC(=O)O)c(C)n3n2)c1	0.34	0	9	-0.23	0.4	7	-15	-0.87	0.9
CCCOc1cccc(C(=O)O)c1	-0.68	-3	1	-0.11	0.4	11	-8	-0.38	0.9
Cn1c(=O)oc2cc(S(=O)(=O)N3CCN(c4cccc(Cl)c4)CC3)ccc21	-1.1	1	1	0.2	0.0	10	-14	-0.21	0.9
COc1ccc(-c2nnn(CCc3nn[nH]n3)n2)cc1OC	-0.32	-5	7	-0.35	0.3	15	-11	-0.65	0.9
C=CCn1c(=O)c2ccccc2n2c(SCc3nc(N)nc(Nc4ccccc4C)n3)nnc12	-0.96	2	-4	4*	-0.4	15	-55	-0.59	0.9
CCOC(=O)C1CCCCN1Cc1ccc(F)c(Br)c1 (configuration not stated)	-0.045	-4	-3	0.0016	-0.7	18	-25	-0.028	0.9
CCc1ccccc1N(C(=O)c1cccs1)C1C=CS(=O)(=O)C1 (configuration not stated)	-0.03	-5	7	0.041	0.6	11	-6	0.0045	0.7
COc1cc(CN2CCC(C(=O)N3CCCC(C)C3)CC2)cc(Br)c1O (configuration not stated)	-0.11	5	-8	0.47	0.0	12	-3	-0.054	0.8
CCN(C(=O)c1cc(Cl)ccc1OC)c1ccccc1	0.063	-12	1	0.72	0.4	11	-29	-0.74	0.9
COc1cc2ccccc2cc1C(=O)OCC(=O)N1CCOCC1	0.03	0	-2	-0.37	-1.2	21	-6	·	0.9
O/N=C1/CCCCC1c1ccccn1 (configuration not stated)	-0.36	-5	11	-0.47	-0.5	-1	-8	-0.19	0.9
Cc1ccc(C(=O)N2CCN(C(=O)c3ccc(C)c(C)c3)C(C)C2)cc1C (configuration not stated)	0.13	8	6	1.3	0.1	11	-23	-1.5	1
N#Cc1c2c(nc(N)c1-c1ccccc1)CCCCC2	0.72	·	3	-0.61	·	9	·	4.5*	0.9
COC(=O)c1ccc(NC(=O)CSc2nnc(CNc3ccc(F)cc3)n2C)cc1	-1	-2	4	1.6	-0.6	2	-5	0.13	0.9
O=C(CN1C(=O)NC2(CCCC2)C1=O)Nc1nc(-c2ccc(F)cc2)cs1	-0.24	0	-9	-0.35	-0.2	2	-11	-0.034	0.9
O=C(Cn1cc(C(=O)C2CC2)c2ccccc21)NCC1CCCO1 (configuration not stated)	0.063	1	11	0.57	-0.5	6	-2	0.22	1
Cc1ccc2c(c1)[nH]c1c(=O)n(Cc3ccccn3)cnc12	-0.23	1	4	0.22	-0.7	10	8	-0.0025	0.9
COc1ccccc1OCC(=O)O	0.31	0	3	0.65	-0.1	17	-15	0.61	0.9
O=S(=O)(NCC1CCCO1)c1cccc(C(F)(F)F)c1 (configuration not stated)	0.051	-7	5	-0.25	-0.2	8	-12	-0.0096	0.9
CCn1c(CSc2nc3ccccc3n2C)nc2ccccc21	·	7	3	·	-1.1	20	7	-0.021	0.9
CN(C(=O)c1ccc2c(c1)OCO2)C1(C(=O)NC2CCCCC2)CCCCC1	0.99	·	6	2	·	18	·	-0.72	0.9
O=C1CC(c2ccccc2)CC(O)=C1C=NCc1ccco1 (configuration not stated)	-0.076	8	-1	0.008	0.2	7	-25	-0.79	0.9
Cc1cc(NC(=O)Cn2cc(C(F)(F)F)cc(Cl)c2=O)no1	-1.1	-8	1	0.13	-0.2	16	-8	1.5	0.9
C/C=C/c1ccc(OCCSc2nc(C)cc(=O)[nH]2)c(OC)c1	1.3	2	6	0.55	-0.1	13	·	-0.7	0.9

For reference, part of the list above:
SMILES	M1 antag	Jurkat tox 60K	Ec RNAP inh	M1 agonist	S1P3 agonist	HEK293 NFkB inh	S1P1 ag-PAM	D1 allo mod	TNAP act DEA
N#Cc1c2c(nc(N)c1-c1ccccc1)CCCCC2	0.72	·	3	-0.61	·	9	·	4.5*	0.9
COC(=O)c1ccc(NC(=O)CSc2nnc(CNc3ccc(F)cc3)n2C)cc1	-1	-2	4	1.6	-0.6	2	-5	0.13	0.9
